GPR7 antagonist: GPR7 receptor antagonists, primary screen, cell-based, fluorescence, single concentration; 290,000 compounds, 1.1% hits; GPR7-expressing cells, fluorescence antagonist assay; inhibition, % at 4.4 µM; Neuropeptides B/W receptor type 1 (Homo sapiens), P48145; in the data active = inhibition above about 16%, passing the limit was not always enough;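 note: cells stimulated with the agonist NPW; 0% = agonist with vehicle and 100% = vehicle without agonist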
Target sequence (P48145 whole entry, looked up): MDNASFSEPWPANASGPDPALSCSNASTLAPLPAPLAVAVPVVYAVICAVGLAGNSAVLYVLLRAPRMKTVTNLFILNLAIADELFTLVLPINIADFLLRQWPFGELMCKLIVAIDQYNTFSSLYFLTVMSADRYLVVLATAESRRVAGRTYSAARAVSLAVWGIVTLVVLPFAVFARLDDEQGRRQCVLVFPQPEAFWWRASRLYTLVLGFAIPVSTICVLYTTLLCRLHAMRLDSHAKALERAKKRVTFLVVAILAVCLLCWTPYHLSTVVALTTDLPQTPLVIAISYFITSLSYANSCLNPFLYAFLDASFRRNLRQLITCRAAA
MEKK3 PB1 HTS: modulators of MEKK3-MEK5 PB1 binding, primary screen, biochemical, wildtype MEKK3, multiplex bead flow cytometry, Alexa488-MEK5. Mitogen-activated protein kinase kinase kinase 3 (Homo sapiens), Q99759. bead-based flow cytometry, Alexa488-MEK5 binding to MEKK3; actives lie on both sides; 0 = blocked by unlabeled MEK5, 100 = vehicle. binding response (% of control), % at 10 µM. 290,000 compounds, 1.4% hits;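 active = binding response more than 3 SD above or below the average of its plate-row segment, actives on both sides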;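 note: Alexa488 bead fluorescence after subtracting the streptavidin-only scavenger bead signal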
MEKK2mut PB1 HTS: MEK5 binding signal on mutant MEKK2 PB1, primary screen, biochemical, multiplex bead flow cytometry, Alexa488-MEK5; Alexa488-MEK5 binding to MEKK2 mutant; percent response, % at 10 µM; 290,000 compounds, 0.35% hits; AID 1530, 2009; in the data active = percent response above about 24%, passing the limit was not always enough; note: inactives centre near 1; some results filed as inactive read as strong as hits; reference of the scale not given here
PHOSPHO1 inh: PubChem AID 1565; Phosphoethanolamine/phosphocholine phosphatase (Homo sapiens), Q8TCT1; 290,000 compounds, 1.1% hits; inhibition, % at 13.3 µM; recombinant PHOSPHO1, absorbance phosphatase assay; in the data active = inhibition above about 60%
Target sequence (Q8TCT1 whole entry, looked up): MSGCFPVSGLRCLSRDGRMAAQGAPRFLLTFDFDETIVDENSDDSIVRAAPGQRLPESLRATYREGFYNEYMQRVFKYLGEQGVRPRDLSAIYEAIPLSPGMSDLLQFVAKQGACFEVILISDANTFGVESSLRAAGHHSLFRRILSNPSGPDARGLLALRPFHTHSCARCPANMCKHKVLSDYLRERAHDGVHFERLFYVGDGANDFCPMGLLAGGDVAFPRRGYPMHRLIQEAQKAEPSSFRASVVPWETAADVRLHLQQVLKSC
NALP1 inh: NALP1 inflammasome inhibitors in reconstituted yeast, colorimetric, S. cerevisiae, triplicate retest. S. cerevisiae NALP1/ASC/caspase-1 growth, X-gal OD620, 72 h. inhibition, % at 10 µM. 280,000 compounds, 0.61% hits. AID 2071, 2009; in the data active = inhibition mostly above about 24%, no sharp cut-off; inactive = mostly below about 32%; note: some compounds called inactive have numbers as strong as hits
PfM18AAP inh: PfM18AAP inhibitors, malaria aminopeptidase, primary screen, biochemical, QFRET, recombinant enzyme; M18 aspartyl aminopeptidase (Plasmodium falciparum 3D7); H-Glu-NHMec fluorogenic cleavage; inhibition, % at 7.35 µM; 290,000 compounds, 1.2% hits;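 active = inhibition above the campaign mean inhibition over all tested compounds plus 3 SD, cut at about 28% in these data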;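 note: 0% = plate median of test compound wells and 100% = 2 mM ZnCl2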
MEKK2 WT-MEK5: modulators of MEK5 binding to wildtype MEKK2, primary screen, biochemical, multiplex bead flow cytometry, Alexa488-MEK5; Alexa488-MEK5 binding to MEKK2 WT; actives lie on both sides; 290,000 compounds, 1.1% hits; AID 1531, 2009; Mitogen-activated protein kinase kinase kinase 2 (Homo sapiens), Q9Y2U5; binding response (% of control), % at 10 µM; in the data active = binding response below about 67% or above about 130%
FID counter: compounds displacing fluorescent DNA intercalator, primary screen, artefact control for HCV NS3 helicase inhibitor project, biochemical, FID fluorescence; DNA fluorescent intercalator displacement; inhibition, % at 7.9 µM; 290,000 compounds, 0.17% hits; in the data active = inhibition above about 37%;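 note: 0% = vehicle and 100% = reference compound; higher means more ethidium bromide displaced from hairpin DNA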
OXTR ag: human OXTR agonists, primary screen, fluorescence, CHO-OTR cells, Fluo-8 calcium; activation, % at 3 µM; Oxytocin receptor (Homo sapiens), P30559; 320,000 compounds, 0.32% hits; Fluo-8 calcium fluorescence; normalized: DMSO 0%, oxytocin 100%;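 active = activation above the mean of all tested compounds plus 3 SD, cutoff set per screening run, cut at about 20% in these data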;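 note: peak over basal fluorescence ratio from a 100 s FLIPR kinetic read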
Target sequence (P30559 whole entry, looked up): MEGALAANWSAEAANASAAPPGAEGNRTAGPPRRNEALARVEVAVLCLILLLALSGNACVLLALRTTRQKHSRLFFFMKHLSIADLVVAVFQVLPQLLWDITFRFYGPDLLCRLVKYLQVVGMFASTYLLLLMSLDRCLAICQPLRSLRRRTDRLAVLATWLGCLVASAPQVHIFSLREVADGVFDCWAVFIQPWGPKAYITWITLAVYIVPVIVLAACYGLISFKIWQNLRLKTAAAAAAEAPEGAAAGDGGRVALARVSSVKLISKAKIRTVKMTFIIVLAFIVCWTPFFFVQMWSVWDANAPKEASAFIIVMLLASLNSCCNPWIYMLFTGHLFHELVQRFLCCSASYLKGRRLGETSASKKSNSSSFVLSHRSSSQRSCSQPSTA
The depositor's hits bear a star; / = no result given. Hits appear at their usual frequency; about 6.2% have a hit in one of these screens.

SMILES | GPR7 antagonist | MEKK3 PB1 HTS | MEKK2mut PB1 HTS | PHOSPHO1 inh | NALP1 inh | PfM18AAP inh | MEKK2 WT-MEK5 | FID counter | OXTR ag
Cc1oc(C)c2c(=O)ccc3c(c12)OC(N)=C(C#N)C3c1ccc(F)cc1 (configuration not stated) | 8 | 100 | -10 | 7 | -5 | 11 | 88 | -14 | 2.0
CCCc1cc(Nc2cccc(OCC)c2)n2ncnc2n1 | -12 | 94 | 3 | 20 | 11 | 3 | 97 | -27 | -1.5
O=C(N1CCC(n2nc(-c3ccccc3)oc2=O)CC1)C1(c2ccc(Cl)cc2)CC1 | -1 | 99 | -2 | -2 | -9 | 3 | 97 | -33 | -1.4
Cc1ccccc1N(C(=O)c1csnn1)C(C(=O)NC(C)(C)C)c1cccs1 (configuration not stated) | -6 | 96 | -10 | 45 | -8 | -1 | 90 | -26 | 0.3
CCOC(=O)c1c(NC(=O)CSc2ncnc3ccccc23)sc(C(C)=O)c1C | -2 | 98 | -1 | -1 | 30 | 0 | 93 | 1 | -0.8
CSc1ncc(Cl)c(C(=O)Nc2sc3c(c2C(=O)NCc2ccco2)CCCC3)n1 | 18 | 106 | 9 | -7 | -2 | -7 | 99 | 4 | /
CCOC(=O)C1(Cc2cccc(Cl)c2)CCCN(C(=O)CCSC)C1 (configuration not stated) | 29* | 91 | -2 | 36 | 20 | -4 | 100 | -44 | -0.3
Cc1nnc2sc(SCC(=O)N3CCC(C)CC3)nn2c1=O | -2 | 102 | 8 | 66* | 2 | 7 | 107 | -11 | 0.8
O=C(CSc1nnc2ccccn12)c1ccccc1 | -18 | 97 | 3 | 38 | 31 | 1 | 95 | -3 | -0.5
COc1ccc(N2CC(C(=O)Nc3nnc(SCC(=O)c4ccccc4)s3)CC2=O)cc1 (configuration not stated) | 5 | 100 | -2 | 6 | 24 | 15 | 93 | -21 | 1.3
CS/C(N)=N/N=C/c1ccc([N+](=O)[O-])cc1 | 2 | 95 | -1 | 33 | -2 | -5 | 99 | 3 | -0.3
COC(=O)[C@H](Cc1ccccc1)NC(=O)NCc1ccccc1 | -5 | 97 | -5 | 11 | 32 | -16 | 99 | -3 | -0.1
Cc1ccc(-n2ncc3c(NCc4cccnc4)ncnc32)cc1C | 0 | 96 | -4 | 38 | 28 | 3 | 92 | -5 | 5.2
Cc1ccc(NCc2ccco2)cc1C | -7 | 106 | -9 | 13 | 8 | -1 | 98 | 4 | -2.4
COc1ccc(S(=O)(=O)NNC(=O)C(=O)NNc2ccccn2)cc1 | 2 | 100 | -1 | 10 | -3 | 14 | 101 | -10 | 0.4
Cc1cccnc1NC1(C(F)(F)F)N=C2SCCN2C1=O (configuration not stated) | -17 | 102 | 8 | -10 | 2 | 0 | 105 | 1 | 0.3
CCc1ccc(C(=O)N/N=C(\C)c2cccnc2)s1 | -2 | 96 | -3 | 35 | 2 | 1 | 96 | -13 | -1.7
CC(C)C1=NN(C(=O)c2ccccc2)C(O)(C(C)(C)C)C1 (configuration not stated) | 14 | / | / | 23 | 10 | 1 | / | -1 | -1.6
Cn1c(CCNC(=O)c2ccc(Cl)cc2)n[nH]c1=S | -6 | 104 | 9 | -65 | 9 | 9 | 102 | -3 | -0.1
COc1ccc(/C=N/NC(=O)c2ccc(OC)c(OC)c2)cc1COc1c(F)c(F)c(F)c(F)c1F | -4 | 100 | 0 | 37 | 5 | -6 | 99 | -35 | /

Laid out differently: 6 of the compounds above.
compound,GPR7 antagonist,MEKK3 PB1 HTS,MEKK2mut PB1 HTS,PHOSPHO1 inh,NALP1 inh,PfM18AAP inh,MEKK2 WT-MEK5,FID counter,OXTR ag
COc1ccc(N2CC(C(=O)Nc3nnc(SCC(=O)c4ccccc4)s3)CC2=O)cc1 (configuration not stated),5,100,-2,6,24,15,93,-21,1.3
CS/C(N)=N/N=C/c1ccc([N+](=O)[O-])cc1,2,95,-1,33,-2,-5,99,3,-0.3
COC(=O)[C@H](Cc1ccccc1)NC(=O)NCc1ccccc1,-5,97,-5,11,32,-16,99,-3,-0.1
Cc1ccc(-n2ncc3c(NCc4cccnc4)ncnc32)cc1C,0,96,-4,38,28,3,92,-5,5.2
Cc1ccc(NCc2ccco2)cc1C,-7,106,-9,13,8,-1,98,4,-2.4
COc1ccc(S(=O)(=O)NNC(=O)C(=O)NNc2ccccn2)cc1,2,100,-1,10,-3,14,101,-10,0.4

Additional entries:
SMILES | GPR7 antagonist | MEKK3 PB1 HTS | MEKK2mut PB1 HTS | PHOSPHO1 inh | NALP1 inh | PfM18AAP inh | MEKK2 WT-MEK5 | FID counter | OXTR ag
COc1ccc(C2N(c3ccc(OC)cc3)C(=O)C3CCCN32)cc1 (configuration not stated) | -1 | 101 | 5 | -3 | -5 | -3 | 103 | 2 | 0.0
CSc1nc2ccc3nc(NC(=O)c4ccccc4)sc3c2s1 | -7 | 95 | -3 | -21 | 0 | -11 | 95 | 2 | -0.7
COC(=O)[C@@H]1C[C@@]2(O)[C@H](O)[C@H](O)[C@H](O)C[C@H]2N1Cc1cc(F)ccc1F | / | 101 | 2 | 0 | / | / | 95 | / | -0.1
c1ccc(-c2noc(CSc3nc4ccccc4o3)n2)cc1 | -2 | / | / | 21 | -18 | 3 | / | -8 | -1.1
CCN(C(=O)c1ccc2c(Cl)c3c(nc2c1)CCC3)c1ccc(C)c(C)c1 | -20 | 114 | 9 | 4 | 37 | -1 | 100 | -30 | -0.1
O=C(CCNC(=O)c1ccc(Br)o1)NCc1ccc(Cl)cc1 | -4 | 96 | 1 | -8 | 27 | -9 | 99 | -4 | -0.1
CC(C)(C)NC(=O)c1cccc(NC(=O)Cc2cccs2)c1 | -1 | 100 | -1 | 22 | 2 | 4 | 95 | -6 | 0.1
O=c1c2ccccc2ncn1-c1ccc([N+](=O)[O-])cc1Cl | 2 | 104 | 2 | / | -6 | -5 | 108 | 2 | 1.4
Cc1ccc(CS(=O)(=O)c2ncn[nH]2)cc1 | -13 | 104 | 3 | 56 | 21 | 5 | 101 | -2 | 1.1
CCOC(=O)c1cnc(SC)nc1Oc1cccc(NS(=O)(=O)c2ccc(Cl)cc2)c1 | -5 | 101 | 1 | 2 | -40 | -2 | 101 | -1 | 1.0
O=C(NCCN1CCOCC1)c1cccc(S(=O)(=O)N2CCCCC2)c1 | -12 | 101 | 4 | 15 | 12 | -1 | 109 | -6 | 0.3
Cc1cc(=O)n2nc(N3CCC(C(=O)NC4CCCc5ccccc54)CC3)sc2n1 (configuration not stated) | -11 | 91 | -9 | 2 | 5 | -14 | 94 | -22 | -2.4
O=C(c1cccc(F)c1)N1CCc2ccccc2C1 | -13 | 100 | -1 | -3 | 14 | 6 | 100 | -8 | -2.0
CC(CC(=O)NC1CCSC1=O)c1ccccc1 (configuration not stated) | 1 | 99 | 1 | -8 | 5 | 1 | 98 | -2 | 0.8
CC(C)c1ccc(/C=N/NC(=O)CC(=O)NCc2ccccc2)cc1 | -26 | 103 | -1 | 30 | -6 | -7 | 105 | -21 | -2.0
CCOC(=O)C1CCCN(C(=O)c2cc3c(=O)n(C)c4ccccc4c3n2C)C1 (configuration not stated) | -8 | 96 | 2 | -9 | -12 | 2 | 100 | -34 | -2.4
CCNc1nc2cccnc2s1 | -3 | 86 | -25 | -2 | / | -1 | 92 | 1 | 1.1
CCc1ccccc1N1C(=O)c2cccc3c(N4CCOCC4)c([N+](=O)[O-])cc(c23)C1=O | -14 | 96 | 1 | -1 | -2 | -2 | 93 | -2 | -1.3
Cn1c(C(=O)OCC(=O)NCC2CCCO2)cc2sccc21 (configuration not stated) | -11 | 99 | 2 | -1 | -77 | 7 | 100 | -13 | -0.1
CC(C)CN(C(=O)COC(=O)CNC(=O)c1ccccc1F)C1CCS(=O)(=O)C1 (configuration not stated) | 0 | 98 | -1 | 44 | 4 | 0 | 99 | 1 | 0.2
O=C(N=Nc1c(O)n(Cc2ccccc2)c2ccccc12)c1cc2ccccc2cc1O | -5 | 98 | 11 | -7 | 5 | 0 | 101 | -4 | 0.5
COc1ccc(NS(=O)(=O)c2ccc3oc4ccccc4c3c2)cn1 | 21 | 108 | 2 | -44 | -1 | -3 | 102 | -11 | 6.6
CCn1cc(C(=O)NCCC(C)C)c(=O)c2cc(F)c(N3CCN(C(=O)c4ccco4)CC3)cc21 | -11 | 97 | -1 | 44 | -3 | -7 | 100 | -32 | 1.0
CCc1cccc(NC(=O)CC2Oc3ccccc3NC2=O)c1 (configuration not stated) | 2 | 105 | 4 | 16 | -5 | -6 | 106 | -16 | -0.9
Cc1ccsc1/C=N/NC(=O)Cn1cnc2ccccc21 | -5 | 91 | 0 | -10 | 1 | 0 | 98 | -17 | 2.9
Cc1cc(C)nc(Nc2ccc(F)cc2)n1 | -3 | 111 | 4 | 24 | 13 | -2 | 110 | -7 | -1.4
COc1cccc2c1cc1c(=O)n(CC(=O)NCCCN3CCCCC3)nc(C)n12 | -8 | 102 | 2 | 42 | 25 | -4 | 110 | 4 | 1.1
COc1ccc(CSc2nnc3[nH]c(=O)cc(N)n23)cc1 | -11 | 96 | 0 | -114 | -2 | 1 | 101 | -4 | -0.8
CCc1ccc(C(C)NC(=O)C2(C)CC2(Br)Br)cc1 (configuration not stated) | -6 | / | / | 26 | 11 | -3 | / | -4 | -1.7
Cc1ccc(-c2nn(-c3ccccc3)cc2NC(=O)c2ccccc2)cc1 | -13 | 111 | 2 | -9 | -4 | 4 | 107 | -15 | -1.9
Cc1cccc(CCN(Cc2cc3cccc(C)c3[nH]c2=O)C(=O)N2CCOCC2)c1 | -9 | 97 | 0 | 6 | 20 | -1 | 92 | -29 | -1.0
CCc1ccc(-n2c(Cc3ccccc3)n[nH]c2=S)cc1 | -8 | 98 | 0 | -47 | -48 | 10 | 103 | -26 | -0.7
CCC(=O)N1CC2(C)CN(C(=O)CC)CC(C)(C1)C2 | -3 | 129* | 8 | 1 | 6 | -4 | 122 | -13 | 0.7
CC1CN(C(=O)c2cccn(Cc3c(Cl)cccc3Cl)c2=O)CC(C)O1 (configuration not stated) | -6 | 100 | 2 | 20 | 6 | 5 | 100 | -13 | 0.7
CCOC(=O)C1Nc2ccc(C(F)(F)F)cc2C2C=CCC12 (configuration not stated) | / | 99 | 0 | / | / | / | 98 | / | -0.8
Cc1ccccc1Cn1c(CN2CCN(c3ccc(F)cc3)CC2)nc2c1c(=O)n(C)c(=O)n2C | -7 | / | / | -7 | 17 | 5 | / | 0 | -1.2
COc1cccc(-c2nnn(CC(=O)O)n2)c1 | -21 | 104 | 4 | -4 | 2 | -9 | 104 | 3 | 0.5
Nc1nc(SCc2ccc3c(c2)OCO3)n[nH]1 | 8 | 99 | 1 | 12 | 18 | -4 | 93 | 5 | -0.1
COc1ccc(Cn2c(O)cc(=O)[nH]c2=O)cc1 | 4 | 103 | 2 | 24 | -70 | -7 | 101 | -10 | 0.6
COc1ccc(-c2cc(C(=O)N(C)Cc3cccc(OC)c3OC)c3ccccc3n2)cc1OC | -9 | 101 | 6 | 32 | -1 | -4 | 106 | -41 | -2.4
